# PREPL inhibitor: PREPL enzyme inhibitors, primary screen, biochemical, fluorescence polarization | AID 2751, 2010 | 0.68% of 320,000 active | recombinant PREPL, fluorescence polarization activity-based probe | inhibition, % at 5.96 µM; in the data active means inhibition above about 43%;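 further: 0% = enzyme with DMSO and 100% = wells lacking enzyme; many of its hits are not listed in these tables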
# GSTO1 counter: inhibitors of recombinant GSTO1, primary screen, counter-screen for RBBP9 inhibitor project, biochemical, fluorescence polarization; Glutathione S-transferase omega-1 (Homo sapiens), P78417; activity-based probe fluorescence polarization; inhibition, % at 5.96 µM; 1.1% of 300,000 active;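 active means inhibition above the campaign mean inhibition plus 3 SD, cut at about 35% in these data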;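 further: 0% = GSTO1-1 with DMSO and 100% = wells lacking GSTO1-1 enzyme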
# Target sequence (P78417 whole entry, looked up): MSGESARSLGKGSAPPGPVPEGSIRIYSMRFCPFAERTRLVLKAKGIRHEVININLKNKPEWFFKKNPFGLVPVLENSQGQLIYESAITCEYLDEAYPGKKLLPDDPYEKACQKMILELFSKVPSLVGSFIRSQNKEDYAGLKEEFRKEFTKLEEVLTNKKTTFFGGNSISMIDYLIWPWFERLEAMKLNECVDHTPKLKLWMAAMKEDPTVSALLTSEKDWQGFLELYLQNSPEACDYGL
# EBNA-1 inh: EBNA-1 DNA-binding inhibitors, primary screen, biochemical, fluorescence polarization; 0.34% of 300,000 active; inhibition, % at 14.8 µM; in the data active means inhibition above about 28%
# PAD4 FP inh: human PAD4 inhibitors, primary screen, biochemical, fluorescence polarization, 1536-well format; Protein-arginine deiminase type-4 (Homo sapiens), Q9UM07; recombinant PAD4, RCA probe fluorescence polarization; inhibition, % at 6.36 µM; 0.41% of 330,000 active;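 active means percent inhibition above a cutoff equal to the mean of all tested compounds plus 3 SD, cut at about 15% in these data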;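 further: 0% = PAD4 with RCA probe and DMSO and 100% = probe without PAD4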
# LYPLA2 counter: LYPLA2 inhibitors, primary screen, counter-screen for PME1 inhibitor project, biochemical, fluorescence polarization, FP-Rh probe ABPP. Acyl-protein thioesterase 2 (Homo sapiens), O95372. recombinant LYPLA2. inhibition, % at 5.9 µM. 0.38% of 320,000 active;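 active means inhibition above the screen-wide mean plus 3 SD, limit set per campaign, cut at about 26% in these data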;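 further: 0% = LYPLA2 with DMSO and 100% = wells lacking LYPLA2 enzyme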
# PAFAH2 FP inh: PAFAH2 enzyme inhibitors, primary screen, biochemical, fluorescence polarization, human. recombinant PAFAH2, FP-rhodamine activity probe. 0.99% of 340,000 active. inhibition, % at 3.39 µM. Platelet-activating factor acetylhydrolase 2, cytoplasmic (Homo sapiens), Q99487;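 active means inhibition above the mean over all tested compounds plus 3 SD, cut at about 30% in these data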;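 further: inhibitors block probe labeling of enzyme so polarization drops; 0% = enzyme with DMSO and 100% = wells lacking PAFAH2 protein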
# PAFAH1B3 FP inh: PAFAH1B3 enzyme inhibitors, primary screen, biochemical, fluorescence polarization, human; Platelet-activating factor acetylhydrolase IB subunit alpha1 (Homo sapiens), Q15102; recombinant PAFAH1B3, FP-rhodamine probe; inhibition, % at 3.39 µM; 0.28% of 340,000 active; AID 492972, 2010;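 active means inhibition above the screen-wide average of all tested compounds plus 3 SD, cut at about 25% in these data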;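 further: 0% = enzyme with DMSO only and 100% = wells lacking PAFAH1B3 protein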
# Target sequence (Q15102 whole entry, looked up): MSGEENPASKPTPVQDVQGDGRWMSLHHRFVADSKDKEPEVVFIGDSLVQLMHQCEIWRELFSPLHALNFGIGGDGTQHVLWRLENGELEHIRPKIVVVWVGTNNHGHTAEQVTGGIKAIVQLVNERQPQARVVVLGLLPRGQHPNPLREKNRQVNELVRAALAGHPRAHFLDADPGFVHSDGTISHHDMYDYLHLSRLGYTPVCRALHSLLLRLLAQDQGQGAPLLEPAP
# LYPLA1 inh: LYPLA1 inhibitors, primary screen, counter-screen for PME1 inhibitor project, biochemical, fluorescence polarization, FP-Rh probe ABPP | recombinant LYPLA1 | inhibition, % at 5.9 µM | 0.16% of 320,000 active | AID 2174, 2009;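 active means inhibition above the mean of all tested compounds plus 3 SD, set per campaign, cut at about 14% in these data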;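 further: inhibitors block serine hydrolase probe labeling of LYPLA1 so polarization falls; 0% = enzyme with DMSO and 100% = wells lacking LYPLA1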
# Target sequence (O75608 whole entry, looked up): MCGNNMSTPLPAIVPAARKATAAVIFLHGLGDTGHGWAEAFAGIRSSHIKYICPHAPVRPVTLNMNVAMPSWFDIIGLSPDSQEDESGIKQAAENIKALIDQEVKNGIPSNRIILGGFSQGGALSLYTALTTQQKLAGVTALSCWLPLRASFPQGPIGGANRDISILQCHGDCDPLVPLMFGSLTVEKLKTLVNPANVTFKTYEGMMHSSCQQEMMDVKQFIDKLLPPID
# ZTA DNA inh: counter-screen for EBNA-1 inhibitors: inhibitors of Epstein-Barr virus ZTA | AID 2234 | 0.15% of 320,000 active | P03206 | inhibition, % at 11 µM | ZTA-DNA binding, fluorescence polarization; in the data active means inhibition above about 33%
# Target sequence (P03206 whole entry, looked up): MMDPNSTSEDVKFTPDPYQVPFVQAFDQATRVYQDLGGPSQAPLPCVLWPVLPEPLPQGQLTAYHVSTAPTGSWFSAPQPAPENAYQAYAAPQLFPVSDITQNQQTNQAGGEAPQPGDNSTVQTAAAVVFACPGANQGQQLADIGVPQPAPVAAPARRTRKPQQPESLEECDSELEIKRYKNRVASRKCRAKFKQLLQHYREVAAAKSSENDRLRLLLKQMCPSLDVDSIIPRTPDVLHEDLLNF
# The depositor's hits bear a star; . = not tested or not shown. An excerpt; the hit share may differ from the screen's.
SMILES,PREPL inhibitor,GSTO1 counter,EBNA-1 inh,PAD4 FP inh,LYPLA2 counter,PAFAH2 FP inh,PAFAH1B3 FP inh,LYPLA1 inh,ZTA DNA inh
COc1ccc(CC(=O)NC(C)c2nnc(SCC(=O)Nc3ccccc3F)n2C)cc1 (configuration not stated),-2,3,-13,-10,0,-5,-9,-1,-8
O=C(c1cccnc1)N1CCC(Oc2ccc(C(=O)N3CCCCO3)cc2)CC1,11,-2,-1,-1,-1,1,8,-3,-7
CC1(C)OC(=O)C(=NNc2ccc(O)cc2)C(=O)O1,2,9,-1,-3,8,0,-1,3,11
CCC(CC)C1C(C#N)=C(N)SC(N)=C1C#N,2,-26,0,-2,-11,-7,-5,-4,-5
COCCN1CC(CNC(=O)c2cc(COc3ccccc3SC)on2)CC1=O (configuration not stated),7,5,1,2,2,-3,8,-1,-14
Cc1ccc(S(=O)(=O)N2CCOCC2)cc1C(=O)Nc1ccc2c(c1)OCCO2,10,.,.,-1,9,5,-3,-1,-18
CN1CCN(C(=O)CCc2nnc3ccc(N4CCC5(CC4)OCCO5)nn23)CC1,-2,8,-3,0,6,1,2,2,-1
O=C(O)CSc1nccn1-c1cccc(Cl)c1,-10,-7,-11,-4,-6,-3,2,-1,0
COc1ccc2c(c1)cc1c(=O)n(CC(=O)NCCCN3CCOCC3)nc(C)n12,1,3,6,5,1,5,4,-3,9
O=C(COc1ccc2ccccc2c1CN1CCOCC1)N1CCc2ccccc21,31,0,0,-5,-5,-3,7,-1,21
COC(=O)c1ccc(NC(=O)CNC(=O)c2sc3ccccc3c2Cl)cc1,9,.,.,-9,-17,-28,-30,-11,14
O=C(Cc1ccc(S(=O)(=O)N2CCOCC2)s1)NC1CCCCC1,3,.,.,-1,-2,6,11,-1,4
COc1ccc(/C=C/C(=O)NCc2cn(C)nc2C)cc1COc1ccc(Cl)cc1Br,-2,-6,-7,-3,1,3,2,-3,-7
COc1ccc(C2N(C(=O)CN3CCOCC3)CCN2S(=O)(=O)c2ccccc2)cc1 (configuration not stated),-1,12,-9,-3,1,2,7,1,13
CCn1c(Cc2ccc(OC)cc2)nnc1SCC(=O)NC1CCCCC1,12,7,7,0,2,-4,9,2,24
COc1ccc(NS(=O)(=O)c2cc(NC(=O)c3cccnc3Cl)ccc2N2CCCC2)cc1,1,2,-6,1,-3,-1,-2,-3,-5
O=C(N1CCCCC1)N1CCN(C(c2ccccc2)c2ccccc2)CC1,22,-11,-15,-1,0,10,-3,-1,-15
O=C1N[C@@H](Cc2ccccc2)C(=O)N2[C@H]1C[C@]1([C@]34C[C@H]5C(=O)N[C@@H](Cc6ccccc6)C(=O)N5[C@H]3N(S(=O)(=O)c3ccccc3)c3ccccc34)c3ccccc3N(S(=O)(=O)c3ccccc3)[C@H]21,-13,-2,9,-7,-22,-6,-15,-12,5
O=C1C(Cl)=C(Nc2ccc3cn[nH]c3c2)C(=O)c2ccccc21,36,83*,-17,48*,15,19,38*,0,-9
CCC(=O)Oc1ccc(C(=O)Nc2ccc([N+](=O)[O-])cc2)cc1,11,9,-5,-2,10,-1,9,-3,-13
Cc1cc(NC(=S)Nc2ccc(C)c(Cl)c2)n[nH]1,-2,3,7,3,8,-4,10,1,5
Cc1cc(C)c(NC(=O)CNC(=O)COC(=O)CNC(=O)c2ccc(Cl)cc2Cl)c(C)c1,20,5,0,3,5,-5,3,-2,-3
CC(C)(C)CC(=O)NCc1ccc(F)cc1,17,8,-2,1,0,0,15,-1,-8
CC(C)c1nnc(NC(=O)CS(=O)(=O)Cc2ccccc2)s1,2,3,4,-2,-2,5,8,-4,-10
COC(=O)C(CCSC)NC(=O)c1cccc([N+](=O)[O-])c1 (configuration not stated),-1,-3,-8,2,5,-3,0,2,-8

# Shown as a hit in PAFAH1B3 FP inh, among the entries above:
smiles,PREPL inhibitor,EBNA-1 inh,PAD4 FP inh,PAFAH2 FP inh,PAFAH1B3 FP inh
O=C1C(Cl)=C(Nc2ccc3cn[nH]c3c2)C(=O)c2ccccc21,36,-17,48*,19,38*

# (further entries)
SMILES,PREPL inhibitor,GSTO1 counter,EBNA-1 inh,PAD4 FP inh,LYPLA2 counter,PAFAH2 FP inh,PAFAH1B3 FP inh,LYPLA1 inh,ZTA DNA inh
CCCN(CCC)Cc1c(C(=O)N/N=C/c2ccncc2)nnn1-c1nonc1N,-1,3,10,3,9,-10,-1,0,-3
CCNC(=S)N1CCN(CCNC2=CC(=O)CC(C)(C)C2)CC1,3,-2,-16,-5,3,-1,-1,3,-11
CCN(CC(=O)Nc1cccc(C(C)=O)c1)S(=O)(=O)c1ccc(C)cc1,-13,-6,0,0,-2,-5,3,0,-7
COC(=O)c1ccc2c(=O)n(CC3CCCO3)c(=S)[nH]c2c1 (configuration not stated),-3,15,4,2,-3,-2,1,1,15
O=C(COC(=O)c1ccccn1)NNC(=O)c1ccc(Br)cc1,5,.,.,14,.,-1,10,.,.
O=C(O)c1cnn(-c2nc(-c3ccc(F)cc3)cs2)c1C(F)(F)F,-8,7,12,0,-1,-2,6,-4,16
O=C1N/C(=N/O)S/C1=C/c1cccc([N+](=O)[O-])c1,3,2,5,-2,-9,10,5,-3,-11
O=C(O)c1cccc(S(=O)(=O)NCCc2ccccc2)c1,-1,10,6,-7,2,4,1,0,4
COc1ccccc1N1CCN(C(=O)CSc2nc3ccccc3nc2N2CCCCC2)CC1,10,0,-5,1,0,3,8,-2,3
O=C(CSc1n[nH]c(=O)n1C1CC1)c1ccc2c(c1)OCCO2,8,8,5,-1,0,.,.,-1,-13
CCCCn1c(N)c(N(CCC(C)C)C(=O)c2cccc(-n3cnnn3)c2)c(=O)[nH]c1=O,7,6,4,-2,2,2,5,1,7
O=C(NCc1ccncc1)c1ccc(S(=O)(=O)Nc2ccccc2)cc1,-6,3,11,4,-2,4,10,1,6
COc1ccccc1-n1nnnc1SC(C)C(=O)NC1CCCC1 (configuration not stated),6,-1,-3,3,-5,4,-3,-3,-15
C1=CC2C3C=CC(C3)C2C1 (configuration not stated),0,.,.,-4,1,9,5,-1,7
OCCC1CN(Cc2cccn2-c2ncccn2)CCN1C1CCCC1 (configuration not stated),-6,-4,0,-3,3,-5,8,0,9
CCOc1ccccc1NC(=O)COC(=O)C1CCC1,6,-3,-9,1,-8,0,4,-3,7
COc1ccc(/C(N)=N/OC(=O)/C=C/c2ccccc2)cc1,-5,2,8,0,-4,4,2,-3,6
N#Cc1cccc(NC(=O)CSc2nnc(-c3n[nH]c4ccccc34)o2)c1,-4,-18,-1,-3,0,-3,4,2,-9
O=C1OC[C@H]2CCCN2C(=O)[C@@H](CC(=O)N(CCO)Cc2ccccc2)C/C=C\CC[C@@H]1Cc1ccc(F)cc1,27,.,.,0,.,8,10,.,.
COc1ccccc1N1CCN(/N=C/c2ccc(O)cc2O)CC1,6,-1,-2,1,-1,2,8,-4,0
Cc1ccc(S(=O)(=O)NC(=S)NC2CCCCC2)cc1,-8,-8,5,-4,4,0,6,2,4
O=C(O)c1cnc2ccccc2n1,10,-4,-14,-1,-3,-2,0,2,0
C/C(CC(=O)Nc1ccc(Cl)c(Cl)c1)=N\NC(=O)Cc1ccccc1,-32,4,0,0,-4,9,9,2,-16
Cc1nn(C)cc1S(=O)(=O)N1CCN(Cc2cccc(Cl)c2)CC1,7,-6,-3,2,2,0,5,-3,-5
COc1cccc(NC(=O)NCCc2ccc(Cl)cc2)c1,7,3,9,2,5,0,4,-3,3

# In the list so far, these have bromine:
SMILES,PREPL inhibitor,GSTO1 counter,EBNA-1 inh,PAD4 FP inh,LYPLA2 counter,PAFAH2 FP inh,PAFAH1B3 FP inh,LYPLA1 inh,ZTA DNA inh
COc1ccc(/C=C/C(=O)NCc2cn(C)nc2C)cc1COc1ccc(Cl)cc1Br,-2,-6,-7,-3,1,3,2,-3,-7
O=C(COC(=O)c1ccccn1)NNC(=O)c1ccc(Br)cc1,5,.,.,14,.,-1,10,.,.

# Next records follow.
SMILES,PREPL inhibitor,GSTO1 counter,EBNA-1 inh,PAD4 FP inh,LYPLA2 counter,PAFAH2 FP inh,PAFAH1B3 FP inh,LYPLA1 inh,ZTA DNA inh
[O-][n+]1c2c(c3c4non(O)c4ccc31)CCCC2,20,25,0,-4,2,8,28*,5,-2
O=C(Cn1c(=O)[nH]c2ccccc2c1=O)N1CCN(Cc2ccc3c(c2)OCO3)CC1,1,1,-4,-6,3,-3,5,2,3
Cc1ccc(-c2nnc(SCC(=O)NNC(=O)COc3ccccc3C)n2C)cc1,0,8,8,4,-5,5,6,-3,-16
C/C(=N\NC(=O)C1COc2ccccc2O1)c1ccc(C)o1 (configuration not stated),-8,1,9,-1,4,-12,-4,0,5
COc1ccc([N+](=O)[O-])cc1NC(=S)NC(NC(=O)Cc1ccc(OC)c(OC)c1)C(Cl)(Cl)Cl (configuration not stated),2,-7,-4,1,-6,-4,-6,-4,-3
CC(C)(C)OC(=O)N1CCC(NC(=O)c2nc[nH]c2C(=O)N2CCc3ccccc3C2)CC1,2,.,.,-5,-3,0,0,-3,-1
CC(C)(C)n1ncc2c(=O)n(CC(=O)NCc3ccccc3Cl)cnc21,-1,-1,3,-3,-3,-3,-1,-5,-1
O=C(Cc1cccs1)N(Cc1ccco1)C1(C(=O)NC2CCCCC2)CCCCC1,6,1,0,-1,-7,7,10,-4,12
CCCn1c(N)c(C(=O)CN(C)CC(=O)Nc2ccc(F)cc2)c(=O)[nH]c1=O,9,.,.,1,6,-5,-2,1,2
Cc1ccc(S(=O)(=O)N/N=C/c2cc(Br)c(C)o2)cc1,-29,3,5,-12,-2,3,11,-3,0
CN(C)c1cccc(C(=O)NCc2ccccc2)c1,2,9,-3,2,2,2,10,0,-20
Cc1onc(-c2c(Cl)cccc2Cl)c1C(=O)NCCCN1CCOCC1,3,6,-3,0,4,3,12,1,-9
O=S1(=O)CC(O)C(Nc2ccccc2Cl)C1 (configuration not stated),-4,0,12,2,-1,0,0,1,-7
CCC(C)(C(=O)NC1CCCC1)N(Cc1cccs1)C(=O)Cc1cccs1 (configuration not stated),2,-2,-6,-2,-1,-5,-4,0,13
CCC1CCCCN1CCCNC(=O)C1CCC(=O)N1Cc1ccc(C)cc1 (configuration not stated),11,17,-6,-3,-4,4,5,-2,-11
Cc1cc(C(F)(F)F)nc(SCCN2CCCCC2)c1C#N,-2,10,2,1,4,-3,7,1,-13
Cc1ccc(-c2nc(NCc3ccco3)n(C(=O)c3ccco3)n2)cc1,2,2,7,0,5,4,1,1,6
CC(=O)Nc1ccc(C2(O)COc3ccccc3O2)cc1 (configuration not stated),0,9,-3,-7,-6,4,4,-2,3
Cc1ccc(CNC(=O)COc2ccc(S(=O)(=O)NC(C)C)cc2)cc1,8,9,-4,-2,-3,-2,0,-3,4
Cc1ccccc1NC(=O)CSc1nnc(-c2ccccn2)o1,6,1,-16,0,4,-10,-2,-2,-7
COCCN(CC1CCCN(C2Cc3ccccc3C2)C1)C(=O)CSC (configuration not stated),10,3,-4,0,2,37*,1,6,-1
COc1ccc(-c2cn(CCO)c(CCN)n2)cc1,3,3,3,0,-11,0,10,1,6
COc1ccc(CC(C)NS(=O)(=O)c2ccc3c(c2)CCN3S(C)(=O)=O)cc1OC (configuration not stated),20,6,-19,-1,-7,-6,0,-4,-15
Cc1ccc(NC(=O)CCN2CCN(C/C=C/c3ccccc3)CC2)cc1,2,-3,-6,2,-9,2,2,-2,8
